High-throughput results from PubChem.
HKDC1 inhibitor: HKDC1 hexokinase inhibitors, primary screen, biochemical, fluorescence, uHTS. Q2TB90. actives 0.16% (n = 340,000). recombinant HKDC1, G6PDH/diaphorase resazurin coupled fluorescence. AID 493160, 2011. inhibition, % at 20 µM;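 active = inhibition above about 35% when tested at 20 µM, limit read from the data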;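 note: plate controls were DMSO wells with enzyme for no effect and DMSO wells lacking enzyme for full effect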
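Test system: Recombinant HKDC1 (HK5) hexokinase enzyme, produced in-house | Input: HKDC1 at 5 µg/mL | Buffer or medium: Tris pH 8.0 buffer with MgCl2, Tween-20, BSA, BME | Schedule: 90 min reaction incubation at room temperature, dark | Technique: Resazurin-to-resorufin fluorescence via G6PDH and diaphorase coupling, 525/613 nm | Controls: DMSO wells with and without enzyme mix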
GRIN3A LBD mod: binders of NR3A ligand-binding domain, primary screen, biophysical, differential scanning fluorimetry, uHTS; NR3A LBD differential scanning fluorimetry, Tm shift; 0% = protein alone, 100% = glycine-bound protein; Glutamate receptor ionotropic, NMDA 3A (GRIN3A) ligand-binding domain; Tm shift relative to glycine control, % at 25 µM; AID 1259313, 2017; actives 2.5% (n = 340,000);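 active = melting temperature shift of at least 10% of the positive control shift, at one fixed dose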
MPTP block: mitochondrial permeability transition pore inhibitors, primary screen, biochemical, isolated mouse mitochondria, absorbance; Ca2+ swelling absorbance, 30 min; inhibition, % at 10 µM; actives 1.4% (n = 360,000); AID 602449, 2012;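 active = inhibition of 50% or more, scaled per plate between neutral and stimulator controls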;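 note: 0% = DMSO wells given calcium and 100% = 1 mM EGTA wells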
ATG4B inh: ATG4B protease inhibitors, primary screen, biochemical, fluorescence, uHTS | Cysteine protease ATG4B (Homo sapiens), Q9Y4P1 | ATG4B cleavage of LC3-PLA2, NBD-HPC fluorescence, 1 h | inhibition, % at 8.33 µM | actives 0.51% (n = 340,000); in the data active = inhibition above about 40%
Target sequence (Q9Y4P1 whole entry, looked up): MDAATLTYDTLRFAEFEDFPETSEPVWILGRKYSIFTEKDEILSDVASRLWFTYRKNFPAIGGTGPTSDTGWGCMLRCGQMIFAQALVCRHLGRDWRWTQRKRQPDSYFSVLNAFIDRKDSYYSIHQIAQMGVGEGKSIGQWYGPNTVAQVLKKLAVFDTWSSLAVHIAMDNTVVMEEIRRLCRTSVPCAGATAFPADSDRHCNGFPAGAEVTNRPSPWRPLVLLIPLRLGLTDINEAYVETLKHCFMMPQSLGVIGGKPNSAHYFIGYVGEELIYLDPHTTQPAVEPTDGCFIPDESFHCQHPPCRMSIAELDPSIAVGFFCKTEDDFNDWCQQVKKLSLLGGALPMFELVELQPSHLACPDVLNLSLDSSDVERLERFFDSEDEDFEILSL
PfG6PD inh: PfG6PD enzyme inhibitors, primary screen, biochemical, fluorescence intensity, uHTS; glucose-6-phosphate dehydrogenase-6-phosphogluconolactonase (Plasmodium falciparum 3D7); PfGluPho enzyme, NADPH resazurin-diaphorase fluorescence; inhibition, % at 20 µM; actives 0.78% (n = 350,000); AID 504690, 2011;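 active = inhibition reaching at least a set limit at 20 µM in the primary screen, cut at about 59% in these data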;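 note: 0% = DMSO wells with substrate and 100% = DMSO wells lacking glucose-6-phosphate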
SENP8 block: human SENP8 protease inhibitors, primary screen, biochemical, fluorescence, Nedd8 protein substrate, uHTS. Sentrin-specific protease 8 (Homo sapiens), Q96LD8. recombinant SENP8. inhibition, % at 20 µM. actives 0.64% (n = 360,000); in the data active = inhibition mostly above about 40%, no sharp cut-off; inactive = mostly below about 27%
Target sequence (Q96LD8 whole entry, looked up): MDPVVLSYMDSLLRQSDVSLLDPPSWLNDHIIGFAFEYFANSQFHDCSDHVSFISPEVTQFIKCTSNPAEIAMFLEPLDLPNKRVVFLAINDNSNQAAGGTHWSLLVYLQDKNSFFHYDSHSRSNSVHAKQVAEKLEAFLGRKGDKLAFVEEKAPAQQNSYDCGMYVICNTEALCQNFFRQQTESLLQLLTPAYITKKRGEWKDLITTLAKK
SENP7 block: SENP7 protease inhibitors, primary screen, biochemical, luminescence, uHTS; Sentrin-specific protease 7 (Homo sapiens), Q9BQF6; recombinant SENP7, Z-RLRGG-aminoluciferin luminescence, 40 min; inhibition, % at 5 µM; actives 1.5% (n = 330,000); AID 434973, 2010;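 active = inhibition above about 50% at the single test dose, limit read from the data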;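 note: plate controls were DMSO with enzyme for no effect and no enzyme buffer wells for full effect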
Target sequence (Q9BQF6 706-1050 limits assumed): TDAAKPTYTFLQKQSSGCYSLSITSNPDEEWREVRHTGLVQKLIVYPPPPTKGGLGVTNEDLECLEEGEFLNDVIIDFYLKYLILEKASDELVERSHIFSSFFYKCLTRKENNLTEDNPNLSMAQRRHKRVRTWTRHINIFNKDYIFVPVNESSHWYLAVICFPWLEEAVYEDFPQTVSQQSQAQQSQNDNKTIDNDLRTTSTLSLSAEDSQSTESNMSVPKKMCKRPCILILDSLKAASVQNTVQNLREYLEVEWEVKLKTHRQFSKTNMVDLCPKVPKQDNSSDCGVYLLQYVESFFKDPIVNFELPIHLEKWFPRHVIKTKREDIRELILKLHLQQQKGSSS
SENP6 block: SENP6 protease inhibitors, primary screen, biochemical, luminescence, uHTS | Sentrin-specific protease 6 (Homo sapiens), Q9GZR1 | Recombinant SENP6 catalytic domain, aminoluciferin luminescence | inhibition, % at 10 µM | actives 1.8% (n = 330,000);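 active = inhibition above about 50% at the single tested dose, limit read from the data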;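 note: plate controls were DMSO wells with enzyme for no effect and DMSO wells lacking enzyme for full effect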
The depositor's hits bear a star; / = no result given.

Values run as follows: HKDC1 inhibitor, SENP8 block, SENP7 block, MPTP block, ATG4B inh, PfG6PD inh, SENP6 block, GRIN3A LBD mod
(1) Cc1ccc(Cn2nnc3c(=O)[nH]c(C(=O)NCc4ccco4)nc32)cc1
  -6, 0, -4, -0.9, 18, -21, 6, 0
(2) COc1ccc(CNC(=O)CSc2nnnn2-c2ccc(O)cc2)cc1
  6, 10, 8, -0.1, -5, -15, 10, -1
(3) O=S1(=O)N=C(N(CCO)/N=C/c2ccc(Cl)cc2)c2ccccc21
  -3, -72, -8, 0.6, -20, 6, -11, 3
(4) Cc1ccccc1-c1cccc(CN2CCN(C)C(CCO)C2)c1 (stereo unspecified)
  -1, 18, 7, 20, 0, 0, -18, 3
(5) CN(CC(=O)Nc1ccccc1Cl)C(=O)COC(=O)c1cnccn1
  -8, 11, 5, -1.8, -1, 12, 8, -3
(6) COC(=O)CC1=C(C(=O)OC)C(c2cccs2)C(C#N)=C(N)O1 (stereo unspecified)
  0, -66, 4, -0.4, -1, 3, -4, 2
(7) Cc1ccc(NC(=O)COc2ccccc2)c(NC(=O)c2ccccc2C)c1
  0, 15, -6, -0.3, -6, 14, 0, -1
(8) O=[N+]([O-])c1ccccc1/C=C/C=N/n1c(-c2ccc(Cl)cc2)n[nH]c1=S
  -31, 31, -3, 1.0, 19, 4, -5, -2
(9) O=C(O)c1cccc(N2C(=O)c3cccc4cccc(c34)C2=O)c1
  -6, -122, 3, -0.5, -5, -22, -8, 0
(10) Cc1cc(=O)[nH]c2ccc(S(=O)(=O)NCc3ccccc3)cc12
  -3, 2, -1, -1.8, -7, 7, 0, 2
(11) COc1cc2[nH]c(=O)n(CCC(=O)NCCCN3CCN(c4ccccc4F)CC3)c(=O)c2cc1OC
  2, -96, 6, 2.1, -9, 0, -4, -1
(12) COc1cccc(CNc2nnnn2C)c1OC
  4, 23, 3, -0.7, 0, -21, 14, -1
(13) O=S(=O)(NC1CCCCC1N1CCC(O)CC1)c1ccc(Cl)cc1 (stereo unspecified)
  1, 19, -9, -0.6, -1, 2, 11, 0
(14) COC(=O)c1ccc(NC(=O)CN2CCN(CC#N)CC2)cc1
  -1, 7, 0, -1.2, 0, -25, -16, -1
(15) O=C(OCC#CCSc1nnc(-c2cccc3ccccc23)o1)c1ccco1
  2, -84, 1, 12, 8, 21, -4, -3
(16) COc1ccccc1NC(=O)CSc1nc(=O)n(CCN(C)C)c2c1CCCC2
  -3, 8, -1, -1.0, -10, -9, 4, 3
(17) Cc1cc(NC(=O)CN2CCC(C)CC2)no1
  -6, -3, -5, -1.5, 1, -19, -6, -2
(18) Cc1c(C(=O)NCc2ccoc2)oc2ccc3c(c12)C(=O)CC(C)(C)O3
  0, -34, 4, -6.0, -5, 19, -22, 2
(19) Cc1ccccc1Nc1cc(=O)oc2ccccc12
  -2, 17, -6, -0.9, 3, -2, -5, -3
(20) CCn1cc(C(C)(C)C)c(C#N)c1NC(C)=O
  -5, 7, 2, 0.0, 8, -13, -13, 0

Grouped by structure: the entries above with an aryl methoxy group.
Values run as follows: HKDC1 inhibitor, SENP8 block, SENP7 block, MPTP block, ATG4B inh, PfG6PD inh, SENP6 block, GRIN3A LBD mod
(2) COc1ccc(CNC(=O)CSc2nnnn2-c2ccc(O)cc2)cc1
  6, 10, 8, -0.1, -5, -15, 10, -1
(11) COc1cc2[nH]c(=O)n(CCC(=O)NCCCN3CCN(c4ccccc4F)CC3)c(=O)c2cc1OC
  2, -96, 6, 2.1, -9, 0, -4, -1
(12) COc1cccc(CNc2nnnn2C)c1OC
  4, 23, 3, -0.7, 0, -21, 14, -1
(16) COc1ccccc1NC(=O)CSc1nc(=O)n(CCN(C)C)c2c1CCCC2
  -3, 8, -1, -1.0, -10, -9, 4, 3

Just SENP8 block, GRIN3A LBD mod and MPTP block (2 entries from above):
No.	mol	SENP8 block	GRIN3A LBD mod	MPTP block
6	COC(=O)CC1=C(C(=O)OC)C(c2cccs2)C(C#N)=C(N)O1 (stereo unspecified)	-66	2	-0.4
4	Cc1ccccc1-c1cccc(CN2CCN(C)C(CCO)C2)c1 (stereo unspecified)	18	3	20

Single records, as listed above. Values in the order: HKDC1 inhibitor | SENP8 block | SENP7 block | MPTP block | ATG4B inh | PfG6PD inh | SENP6 block | GRIN3A LBD mod
Cc1cc(NC(=O)CN2CCC(C)CC2)no1 is listed with -6 | -3 | -5 | -1.5 | 1 | -19 | -6 | -2
Cc1ccccc1Nc1cc(=O)oc2ccccc12 is listed with -2 | 17 | -6 | -0.9 | 3 | -2 | -5 | -3
COC(=O)c1ccc(NC(=O)CN2CCN(CC#N)CC2)cc1 is listed with -1 | 7 | 0 | -1.2 | 0 | -25 | -16 | -1
Cc1ccc(NC(=O)COc2ccccc2)c(NC(=O)c2ccccc2C)c1 is listed with 0 | 15 | -6 | -0.3 | -6 | 14 | 0 | -1

Remaining list, next part.
Values run as follows: HKDC1 inhibitor, SENP8 block, SENP7 block, MPTP block, ATG4B inh, PfG6PD inh, SENP6 block, GRIN3A LBD mod
(21) Cc1nc(N2CCC(C(N)=O)CC2)c2nnn(Cc3ccccc3)c2n1
  14, 3, -5, 0.1, -7, 3, -2, 1
(22) O=[N+]([O-])c1ccc(Cl)cc1NCCCN1CCOCC1
  -9, 15, -2, 5.6, -9, 3, -2, 3
(23) CCC(=O)N1CCN(c2ccc(NC(=O)c3c(F)c(F)c(OC)c(F)c3F)cc2)CC1
  12, 9, 11, 0.6, -6, 3, 0, 2
(24) CN(C)C(=O)CN1C(=O)NC2(CCc3ccccc32)C1=O (stereo unspecified)
  -7, 1, 0, -0.8, -5, 3, 2, 1
(25) COc1ccc2nc(/C(C#N)=C\c3ccc(C(=O)O)cc3)[nH]c2c1
  16, -464, 2, 1.2, -7, 23, 3, -8
(26) CCCOc1cccc(C2/C(=C(/O)c3ccc(F)cc3)C(=O)C(=O)N2CCN(C)C)c1 (stereo unspecified)
  -6, -6, 6, 0.7, 4, -3, -6, -1
(27) COc1ccc(C(=O)N2CCNC(=O)C2CC(=O)Nc2ccc(C)cc2)cc1 (stereo unspecified)
  -1, 9, 1, -0.3, -1, 12, -15, 0
(28) CC(C)C(=O)N1CCC2(CC1)Oc1ccc(Cl)cc1C(=O)C21CC(c2cccnc2)=NO1 (stereo unspecified)
  -3, 8, -5, 0.8, -2, -8, 1, 0
(29) CCOC(=O)C(NC(=O)Nc1ccc(Cl)cn1)(Oc1ccc(F)cc1)C(F)(F)F (stereo unspecified)
  -8, 14, 5, 7.2, 6, 18, -2, -3
(30) Cc1[nH]c(=O)[nH]c(=O)c1S(=O)(=O)N1CCC(C(=O)N2CCN(Cc3ccccc3)CC2)CC1
  -5, 24, 11, -0.4, -2, -2, -6, -1
(31) CC(C)NC(=O)C1COc2ccccc2O1 (stereo unspecified)
  -11, 12, -2, 0.9, -18, 18, -9, -1
(32) Cc1nnc(Sc2cc(C(=O)NCCCOC(C)C)c3ccccc3n2)s1
  4, -29, 0, 1.9, 8, -16, -23, 1
(33) COc1ccc(N2C(=O)c3ccccc3NC23CCCCC3)cc1
  -6, -312, -2, -1.2, 12, 1, 20, 5
(34) O=C(CNC(=O)c1ccc(Br)o1)NCc1ccc(F)cc1
  1, 6, 7, 2.2, -8, -5, 3, -1
(35) CCc1ccc(CN(C)Cc2nc(COc3ccccc3)no2)nc1
  -1, 1, 2, 0.5, -1, 13, -11, 0
(36) O=C(COC(=O)c1cccc(S(=O)(=O)NCc2ccccc2)c1)Nc1ccccc1OC(F)F
  -2, 22, 0, 2.2, -2, -2, -8, -14
(37) COC(=O)c1ccc2[nH]ccc2c1
  -6, -9, 7, -1.8, -4, 3, -3, -2
(38) Cc1ccc(C(=O)NCCc2ccccc2)cc1N1CCCC1=O
  -1, 8, 0, 0.3, 1, 0, -8, 2
(39) COc1ccc(OC)c(NC(=O)C(CC(=O)O)NCc2ccco2)c1 (stereo unspecified)
  -4, 10, -5, 0.7, 5, -6, -23, 2
(40) CC(C)c1ccc(S(=O)(=O)N2CCN(C(=O)c3ccco3)CC2)cc1
  0, 20, -4, 0.3, -2, -1, -4, -2
(41) Cc1ccc(C(=O)N/C(=C/c2ccco2)C(=O)NCc2ccco2)cc1
  3, 7, -11, -0.1, -9, 20, -2, -1
(42) COc1cccc(-c2nc(N3CCCCC3)c3ccccc3n2)c1O
  -1, 31, 4, 7.3, -3, 11, -32, -8
(43) O=S1(=O)N=C(Nc2ccc(S(=O)(=O)N3CCCCC3)cc2)c2ccccc21
  -4, 25, 2, 0.1, -2, -21, -4, -3
(44) COc1ccc(NC(=O)NNC(=O)CCC(=O)Nc2ccccc2Cl)cc1
  -10, 8, 1, 0.6, -3, -12, 10, 4
(45) COc1ccc(S(=O)(=O)N2CCSCC2)cc1
  -4, 14, 6, -0.8, -4, -2, 8, -2
(46) CCN1CCCC1CNc1ncnc2c1[nH]c1ccc(Cl)cc12 (stereo unspecified)
  7, -429, -2, 2.8, -8, 34, -46, -1
(47) Cc1ccc(NC(=O)NC2OC(=O)c3ccccc32)cc1 (stereo unspecified)
  0, 20, /, 0.8, -8, 4, /, 2
(48) COC(/C(=N/O)c1ccc(Cl)cc1)c1ccccc1 (stereo unspecified)
  5, 12, 3, 68*, 7, 9, -2, -5
(49) COC(=O)c1sc(NC(=O)c2c(C)noc2C)nc1C
  -3, -48, 45, 0.8, -2, 6, 22, -26
(50) CCOCCc1c(O)nc(SCC)[nH]c1=O
  -6, 11, 5, 0.4, -3, -13, -3, 0
(51) O=[N+]([O-])c1cccc(S(=O)(=O)NCCCN2CCOCC2)c1
  -8, 22, -8, -1.0, 0, 10, -14, 0
(52) CCN(CCCNC(=O)c1[nH]c(C)c(C(C)=O)c1C)c1cccc(C)c1
  1, 22, 0, 2.2, -5, 19, -24, -2
(53) COCCNC(=O)c1ccc(Cn2c(SCC(=O)NCC3CCCO3)nc3ccc(Br)cc3c2=O)cc1 (stereo unspecified)
  -2, 10, 3, -1.6, -10, 29, 3, -1
(54) COCCNC(=O)[C@@]1(Cc2ccccc2)C=C[C@@H](C)N1C(C)=O
  -2, -7, -5, -0.2, -4, 5, -5, 1
(55) C[C@@]12C(=O)N(c3cccc(F)c3)C(=O)N1[C@H](c1ccc(F)cc1)[C@@H]1C(=O)N(C3CCCCC3)C(=O)[C@@H]12
  -7, 14, -11, 0.6, -15, 16, -4, -4
(56) CCN(C(=O)c1cc2c(s1)-c1ccccc1S(=O)(=O)C2)c1cc(OC)ccc1OC
  3, 9, 3, -2.1, -15, 7, -8, 0
(57) O=S(=O)(Cc1ccc(Cl)cc1Cl)c1ccc(Cl)cc1
  8, 16, /, -0.1, 5, 18, /, -1
(58) Cc1cc(C)c(NC(=S)NC(=O)c2ccc(-c3ccccc3)cc2)c(C)c1
  1, 5, /, 1.4, 19, 6, /, -2
(59) CCC(CC)c1nnc(NC(=O)c2ccc(N3CCCCC3)c([N+](=O)[O-])c2)s1
  12, 19, -5, 5.0, 26, 0, -24, -7
(60) Cc1cccc(N(CC(=O)N2CCCC2)S(=O)(=O)c2ccccc2)c1C
  -7, 17, -8, 0.3, -9, -4, -5, 0
